# ERK EGF block – qHTS Assay for Inhibitors of the ERK Signaling Pathway using a Homogeneous Screening Assay; Stimulation with EGF | HEK293-V1b, EGF-stimulated phospho-ERK AlphaScreen | Potency, µM (highest dose often 11.5 µM), inactives show top-dose activity change, negative = inhibition, most hits filed as inhibitors | actives 0.41% (n = 130,000) | AID 1454, 2008; active = well fitted inhibition curve with a large enough effect; inconclusive = small, poorly fitted or top-dose-only effect, or effect the other way;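 also: plate controls were stimulated vehicle wells for no effect and unstimulated vehicle basal for full effect; nearly all actives have a fitted effect of over 55% in size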
#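 Concentration-response of compounds against EGF-driven ERK phosphorylation in V1b-expressing HEK293 cells; 30 min preincubation, 5 min EGF, AlphaScreen detection; Normalized to DMSO basal and 25 nM EGF.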
# Active calls of the source: *; ? = inconclusive; [ ] = another dose, or the depositor's remark. Potency is read from the fitted curve at half-maximal effect. A portion of the library; count on the stated rates, not on these rows.
SMILES	ERK EGF block
CC1Cc2ccccc2N1S(=O)(=O)c1c(N)n(C)c(=O)n(C)c1=O (stereo unspecified)	-3%
CCCCC/C=C\C/C=C\CCCCCCCC(=O)NCCc1ccc(O)c(O)c1	-9%
O=C(N/N=C/c1cccs1)c1cccc(NC(=O)c2ccc(Cl)cc2)c1	6%
Cc1ccc(C(=O)NCCCNc2ccc(C(F)(F)F)cc2[N+](=O)[O-])cc1	2%
COc1ccc(/C=N/N=C2/NC(=O)C(CC(=O)O)S2)cc1OS(=O)(=O)c1ccccc1 (stereo unspecified)	-5%
CN(C)S(=O)(=O)c1ccc(C(=O)Nc2cccc(S(=O)(=O)NC3=NCCC3)c2)cc1	5%[57.5 µM]
Cc1c(C(=O)Nc2ccc(-c3nnc4n3CCCCC4)cc2)oc2ccc(Br)cc12	14%
O=C(COC(=O)c1cc(Br)ccc1O)Nc1cc(S(=O)(=O)N2CCCC2)ccc1Cl	-1%
O=C(CN1c2ccccc2Sc2ccccc21)NNC(=O)Nc1ccc(Cl)c(Cl)c1	?
COC(=O)CN1C(=O)Nc2ccc(C)cc2C1c1ccccc1 (stereo unspecified)	-8%
O=C(CCCC(=O)OCC(Cl)=C(Cl)Cl)Nc1ccccc1F	7%
CCOc1ccc(C(=O)Nc2cccc3nsnc23)cc1[N+](=O)[O-]	-1%[57.5 µM]

# Reformatted as labelled records: part of the list above
Cc1c(C(=O)Nc2ccc(-c3nnc4n3CCCCC4)cc2)oc2ccc(Br)cc12
- ERK EGF block: 14%

CCCCC/C=C\C/C=C\CCCCCCCC(=O)NCCc1ccc(O)c(O)c1
- ERK EGF block: -9%

Cc1ccc(C(=O)NCCCNc2ccc(C(F)(F)F)cc2[N+](=O)[O-])cc1
- ERK EGF block: 2%

O=C(N/N=C/c1cccs1)c1cccc(NC(=O)c2ccc(Cl)cc2)c1
- ERK EGF block: 6%

# Next part:
SMILES	ERK EGF block
COCCNC(=O)C1=NOC(Cn2cc(C#N)c(=O)n(C)c2=O)C1 (stereo unspecified)	5%
Fc1ccc(Oc2cnns2)cc1	2%
CCOC(=O)c1ccc(NC(=O)CSc2nnc(NC(=O)c3ccc(S(=O)(=O)N4CCOCC4)cc3)s2)cc1	10%
CC(C)c1ccc2[nH]c(O)c(N=NC(=O)c3cccc(S(=O)(=O)Nc4cccc(Cl)c4)c3)c2c1	-8%[57.5 µM]
CCOC(=O)C1(O)CC(C)=NN1C(=O)c1cccc(Br)c1 (stereo unspecified)	5%
COc1ccccc1CN1C(=O)C(=O)N(Cc2cccc(C)c2)C1=O	-5%[57.5 µM]
Nc1nc(CN2CCN(Cc3ccccc3)CC2)nc(N2CCCc3ccccc32)n1	-10%
Cc1ccc2nc(/C(C#N)=C\c3ccc(N4CCOCC4)o3)[nH]c2c1	-4%
COc1ccc(N2C(=O)C(F)(F)C2c2ccccc2F)cc1 (stereo unspecified)	-3%
CCCCCCCCCCCCCCCCCCOCC(O)CO (stereo unspecified)	19%
CN(C)CCCNC(=O)C(=O)NCC1CCCO1 (stereo unspecified)	3%
CCCCCc1cc(=O)oc2c(C(CCN(CC)CC)c3ccc(OC)cc3)c(OC)cc(OC)c12 (stereo unspecified)	-4%[57.5 µM]

# Filtered by structure: the entries above with a furan ring, fused or not (2)
SMILES	ERK EGF block
Cc1c(C(=O)Nc2ccc(-c3nnc4n3CCCCC4)cc2)oc2ccc(Br)cc12	14%
Cc1ccc2nc(/C(C#N)=C\c3ccc(N4CCOCC4)o3)[nH]c2c1	-4%

# Continuation:
SMILES	ERK EGF block
C=CCNC(=S)NNC(=O)c1cc(C)nc2ccccc12	-4%
COc1cc(SC)ccc1C(=O)Nc1ncc(Cl)cc1Cl	1%
c1ccc(CSc2ccc(-c3cccs3)nn2)cc1	6%
Cc1ccc(Sc2ccc(/C=C3/C(=O)NN(c4ccccc4)C3=O)o2)cc1	?
O=C(NCCc1ccc(Cl)cc1)c1cc2ccccn2n1	1%[57.5 µM]
Cc1nnsc1-c1nnc(SCC(=O)c2ccccc2)n1C1CC1	-2%[57.5 µM]
Cc1cccc(-n2nc([N+](=O)[O-])c(N3CCN(C(=O)c4ccco4)CC3)[n+]2[O-])c1	4%
CC(=O)Oc1ccc(C2OC(=O)c3ccccc3N2C(C)=O)cc1 (stereo unspecified)	-19%[57.5 µM]
CC(=O)/C(=N/Nc1ccccc1)Sc1nnc(C(O)c2ccccc2)n1-c1ccccc1 (stereo unspecified)	-1%
CC1CC(C)CN(C(=O)CCc2ccccc2)C1 (stereo unspecified)	-11%
COc1ccc(NC(=O)Nc2ccccn2)cc1OC	-9%[57.5 µM]
Cc1ccc(OCC(=O)N2CC3(C)CC2CC(C)(C)C3)cc1 (stereo unspecified)	4%
CCCOc1cc(C)c(Cl)cc1S(=O)(=O)N(CC)CC	-4%
COc1ccc(Nc2oc(-c3ccccc3F)nc2C#N)cc1	-12%[57.5 µM]
Cc1[nH]c2ccccc2c1C(=O)/C=C\c1ccccc1Cl	?
CC(=O)c1ccc(N2CCC(C)CC2)c(F)c1	-6%
Cn1[nH]c(C(F)(F)F)cc1=O	-4%
Cc1cc(=O)oc2cc(OCC(=O)OCC(=O)NCCc3ccccc3)ccc12	-11%
N#Cc1ccc(-c2ccc(OCC(=O)NCC(=O)Nc3ccc(F)c(F)c3F)cc2)cc1	0%
COc1cc(OC)c(C(=O)N2CCCC2)cc1OC	0%
Cc1nc(SCC(=O)O)c(C#N)c(C)c1CC(=O)c1ccccc1	-9%
C/C(=N\NC(=S)NC1CCCCC1)c1ccc(Cl)c(Cl)c1	-3%[57.5 µM]
Cc1c(NS(=O)(=O)c2ccc3c(c2)Cc2ccccc2-3)c(=O)n(-c2ccccc2)n1C	7%
CC1CCCN(c2nc(N(C)c3ccccc3)nc(N)c2[N+](=O)[O-])C1 (stereo unspecified)	-13%[57.5 µM]
CC(C)Oc1ccccc1/C=N/NC(=O)c1ccc(F)cc1	1%
O=C(N/N=C/c1cccnc1)c1ccccc1OCc1cccc(Br)c1	1%
Cc1ccc(NC(=O)C(OC(=O)c2ccc(NC(N)=O)cc2)c2ccccc2)cc1Cl (stereo unspecified)	4%
COc1ccc(NC(=O)CC2C(=O)N(C)C(=S)N2CCc2ccccc2)cc1 (stereo unspecified)	-1%
C=C1CC2C3CC[C@@]4(OCOC45COCO5)[C@@]3(C)C(O)CC2[C@@]2(C)CCC(=O)C=C12 (stereo partly specified)	0%
NC(=O)N/N=C/c1ccc(N2CCOCC2)s1	9%
FC(F)(F)c1ccc(-c2nnc(-c3ccccn3)c(-c3ccccn3)n2)nc1	-2%[57.5 µM]
O=S(=O)(NCCn1cccc1)c1ccc2ccccc2c1	8%
O=C(Cc1ccccc1[N+](=O)[O-])Nc1nccs1	-4%[57.5 µM]
CCOC(=O)Cc1csc(NC(=O)C(NC(=O)C2CCCCC2)C(C)C)n1 (stereo unspecified)	-1%
O=c1cc(-c2ccc([N+](=O)[O-])cc2)c2cc3c(cc2[nH]1)OCCO3	-6%
Cc1cc(=O)[nH]c(SCC(=O)N2CCCc3ccccc32)n1	-4%
Cc1ccc2c(C)cc[n+](CCCS(=O)(=O)[O-])c2c1	-2%
O=C1/C(=C\c2ccco2)NC(=S)N1c1ccccc1	-9%
O=C(CN1CCN(Cc2ccccc2)CC1)N/N=C/c1cccs1	18%[57.5 µM]
Cc1cc([N+](=O)[O-])nn1CCCC(=O)NC1CCCCC1	-5%
CS(=O)(=O)N(Cc1ccccc1)c1ccc(C(=O)NCCSc2ccccn2)cc1	-1%
N#CCn1c(CCl)nc2ccccc2c1=O	4%
CS(=O)(=O)Nc1ccc(C(=O)Nc2ccc(S(=O)(=O)N3CCCC3)cc2)cc1	3%
CC(=O)N=c1c(C#N)cc2c(=O)n3cccc(C)c3nc2n1Cc1ccco1	3%[57.5 µM]
O=C(CCCN1C(=O)c2ccccc2C1=O)Nc1nnc(C2CC2)s1	-2%
COc1ccc(/C=C/C(=O)OCC(=O)NCC2CCCO2)cc1 (stereo unspecified)	4%
Cc1n[nH]c(=S)n(/N=C/c2cccs2)c1=O	-15%[57.5 µM]
NC(=S)NN=C1C2CC3CC(C2)CC1C3	-1%
Cc1ccccc1-c1nsc(SCC(=O)NCc2ccc3c(c2)OCO3)n1	11%
CCOC(=O)c1c(NC(=S)NC)sc2c1CC(C)(C)SC2	-1%
CC(C)C(CO)N1CCN(Cc2ccccc2)CCC1=O (stereo unspecified)	-29%[57.5 µM]
Cc1c(C(=O)N/N=C/c2ccc(N(C)C)cc2)[nH]c2ccc(Cl)cc12	-12%
Cc1cccc(C)c1NC(=O)C1c2ccccc2Oc2ccccc21	6%
Cn1nc(C(F)(F)F)c(-c2ccc(Br)cc2)c1NC(=O)CSCC(=O)O	8%[57.5 µM]
Cc1c(C)n(Cc2ccccc2)c2ccc(C(=O)OCCCN(C)C)cc12	28%
Cc1ccccc1Nc1nc(N)nc(CSCC(=O)Nc2cccc(Br)c2)n1	-1%
Cn1c(SCC(=O)O)nnc1-c1ccc(NC(=O)c2ccc(Cl)c(Cl)c2)cc1	-6%[57.5 µM]
O=C(Nc1ccc2c(c1)CCC2)c1ccc(F)c(S(=O)(=O)N2CCOCC2)c1	4%
CCn1cc(S(=O)(=O)Nc2ccccc2C(F)(F)F)cn1	5%
Cc1ccc(N=Nc2ccc(C)cc2NC(=O)Nc2ccccc2F)cc1	0%[57.5 µM]

# Later entries:
SMILES	ERK EGF block
Cc1ccc(-n2nnc(-c3nccn3C)n2)cc1	5%[57.5 µM]
CC(C)(C)c1ccc(NC(=O)C(=O)C2C(=O)Nc3ccccc32)cc1 (stereo unspecified)	0%
O=C(NCc1ccco1)C(c1ccccc1)N(C(=O)Cc1cccs1)c1ccccc1 (stereo unspecified)	-5%
COC(=O)c1ccc(NC(=O)C(=O)N2CCN(C(=S)NCCc3ccccc3)CC2)cc1	-15%
COc1ccc(/C=N/Nc2nc(=O)[nH]nc2C)cc1[N+](=O)[O-]	1%
Nc1nc(Nc2ccccc2Cl)cc(=O)[nH]1	-1%[57.5 µM]
Nc1cc(=O)n(Cc2ccccc2)c(=O)n1-c1ccc(Cl)cc1	14%[57.5 µM]
O=c1oc(-c2ccc([N+](=O)[O-])cc2)nc2ccc(O)cc12	-4%
CCC(C)(C)NC(=O)Nc1cc(Cl)ccc1OC	-7%
Cn1c(=O)cc(N2CCCCC2)[nH]c1=O	5%
Cc1ccccc1NC(=O)Nc1ccc(C(F)(F)F)cc1	0%
COCCCNC(=O)C(=O)NC1CCCCCC1	1%
Cc1ccc(C2C(C#N)=C(N)N(c3cccnc3)C3=C2C(=O)CCC3)s1 (stereo unspecified)	-8%
CC(=O)c1ccc(C(=O)N2CCc3c([nH]c4ccccc34)C2c2cccc(C)n2)s1 (stereo unspecified)	-1%[57.5 µM]
CCN(CC)C(=O)C1CCCN(c2ccc([N+](=O)[O-])cc2/C=N/NC(=O)c2ccccc2)C1 (stereo unspecified)	5%
O=C(O)c1[nH]c2ccc(Br)cc2c1CCN1C(=O)c2cccc([N+](=O)[O-])c2C1=O	-5%[57.5 µM]
C#CCOCCOCCOCCNc1nc(N2CCN(C(=O)C([C@@H](C)CC)n3cc(C(N)Cc4ccc(O)cc4)nn3)CC2)nc(N2CCN(C(=O)[C@H](CCC(=O)O)n3cc(C(N)Cc4ccc(O)cc4)nn3)CC2)n1 (stereo partly specified)	-7%[57.5 µM]
Cc1ccc(Nc2n[nH]c(C)c2[N+](=O)[O-])cc1	-5%
CCOC(=O)c1[nH]ncc1CN1CCCC(C(=O)c2cc(Cl)ccc2OC)C1 (stereo unspecified)	8%
CCNC(=O)NC(=O)C(C)OC(=O)Cc1coc2cc3c(cc12)CCC3 (stereo unspecified)	?
CCN(CC)c1cc(Cl)nc(N)n1	-16%
CC(C)(C)N(NC(=O)OCc1ccccc1)C(=O)c1ccccc1Cl	2%
CCc1ccc(NC(=O)C(=O)N/N=C(\C)CC(=O)NCCOC)cc1	2%
Cn1c(NNC(=O)c2ccccc2F)cc(=O)n(C)c1=O	2%[57.5 µM]
COC(=O)N1CCC2(CC1)CCN(c1cccc(-c3ccccc3)c1)CC2	-5%
Cc1cccc(C)c1NC(=O)C[n+]1cc(-c2ccccc2)n2c1CCC2	-3%[57.5 µM]
Cc1ccc(C2(c3noc(CN4CCOCC4)n3)CCCC2)cc1	-12%
CC(=O)Nc1ccc(NC(=S)NC(=O)c2ccc([N+](=O)[O-])cc2)cc1	-2%
CCO[C@H]1OC(C(=O)NC2CC2)=C[C@@H](c2c[nH]c3ccccc23)[C@@H]1CCCO	6%[57.5 µM]
CC1CN(C(=O)CCN2C(=O)c3ccccc3C2=O)CC(C)O1 (stereo unspecified)	3%
O=S(=O)(c1cccc(-c2nnc3n2CCCCC3)c1)N1CCOCC1	5%[57.5 µM]
CO[C@]1(NC(=O)CSCC#N)C(=O)N2C(C(=O)O)=C(CSc3nnnn3C)CS[C@H]21	8%[25.7 µM]
O=C(NCCCCCCNC(=O)OCCO)OCCO	-5%
Cc1ccc(NC(=O)Cn2c(CCC(=O)O)ccc2-c2cccs2)cc1Cl	-3%
CSc1ccc(/C=N/N2CCN(Cc3ccc(C)cc3C)CC2)cc1	?
CC(=O)Nc1ccc(SC[C@H](CC(C)C)N2CCN(CC(C)C)CCC2=O)cc1	2%[57.5 µM]

# Bioassay records as filed in PubChem BioAssay.
